Assay outcomes: PubChem, National Center for Advancing Translational Sciences (NCATS)
Vif-A3G inh: blocks the Vif interaction with human APOBEC3G; HeLa A3G-eYFP + Vif (tagged APOBEC3G with the HIV-1 protein that degrades it), YFP fluorescence, overnight; Potency, µM (top dose mostly 46.1 µM), inactives show at the top dose activity, negative = active, hits mostly inhibitors; 410,000 compounds, 0.076% hits;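 note: potency is the fitted concentration of half-maximal effect; % is set by controls: 0 for no effect and ±100 for the full control effect; nearly all actives have a fitted effect of over 60% in size; hits raise eYFP signal because A3G escapes Vif-driven loss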
Target sequence (Q9HC16 whole entry, looked up): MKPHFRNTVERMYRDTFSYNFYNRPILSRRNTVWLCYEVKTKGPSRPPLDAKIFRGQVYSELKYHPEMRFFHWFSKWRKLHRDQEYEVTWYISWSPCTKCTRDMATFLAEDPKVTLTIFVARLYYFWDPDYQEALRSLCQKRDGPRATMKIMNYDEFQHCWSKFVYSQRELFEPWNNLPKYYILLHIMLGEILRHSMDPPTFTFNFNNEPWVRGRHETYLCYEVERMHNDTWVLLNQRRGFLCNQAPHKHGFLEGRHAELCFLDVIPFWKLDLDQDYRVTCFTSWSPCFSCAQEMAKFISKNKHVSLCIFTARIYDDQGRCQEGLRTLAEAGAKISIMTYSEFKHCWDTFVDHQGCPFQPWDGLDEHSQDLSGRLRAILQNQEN
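HeLa cells stably expressing Vif and C-terminally eYFP-tagged A3G, seeded overnight at 37 deg C, then exposed to compound by pintool overnight at 37 deg C. Rise in yellow fluorescence (Ex 488/Em 500-530, Acumen) marks blocked Vif-driven A3G degradation.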
IDH1 R132H inh: human IDH1 R132H inhibition; O75874; IDH1-R132H enzyme, NADPH consumption, diaphorase/resazurin fluorescence; Potency, µM (doses to about 76.6 µM), for inactives: at the top dose activity change, negative = inhibition, usual class: inhibitors; 390,000 compounds, 0.093% hits; note: potency is the fitted concentration of half-maximal effect; % is set by controls: 0 for no effect and ±100 for the full control effect; nearly all actives have a fitted effect of over 65% in size
Target sequence (O75874 whole entry R132H, stated change not applied): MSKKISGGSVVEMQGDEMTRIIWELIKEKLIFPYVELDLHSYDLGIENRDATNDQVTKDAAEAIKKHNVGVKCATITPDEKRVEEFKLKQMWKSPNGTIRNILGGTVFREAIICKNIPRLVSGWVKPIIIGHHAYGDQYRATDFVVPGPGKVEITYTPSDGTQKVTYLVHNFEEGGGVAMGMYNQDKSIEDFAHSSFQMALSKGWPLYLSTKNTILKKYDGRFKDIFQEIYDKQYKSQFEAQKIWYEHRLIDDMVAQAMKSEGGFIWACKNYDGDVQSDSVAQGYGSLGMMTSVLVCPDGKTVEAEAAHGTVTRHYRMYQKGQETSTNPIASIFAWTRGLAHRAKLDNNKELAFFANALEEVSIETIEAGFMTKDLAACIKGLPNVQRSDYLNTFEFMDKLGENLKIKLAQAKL
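IDH1-R132H (0.5 ug/mL) preincubated 30 min with compound, then NADPH (0.016 mM) and alpha-KG (2 mM) added; 80 min at RT, pH 7.5. Remaining NADPH coupled via diaphorase/resazurin to fluorescence (540/590 nm); concentration-response curves normalized to no-enzyme control.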
TrxR1 inh: rat TrxR1 inhibition. 390,000 compounds, 1% hits. O89049. Potency, µM (top dose mostly 114 µM), inactives show at the top dose activity change, negative = inhibition, hits mostly inhibitors. recombinant rTrxR1, NADPH fluorescence consumption, selenite substrate; note: potency is the fitted concentration of half-maximal effect; % is set by controls: 0 for no effect and ±100 for the full control effect; nearly all actives have a fitted effect of over 65% in size
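Rat TrxR1 (90 nM in the dispensed reagent) was pre-reduced with 400 uM NADPH for 5 min at room temperature, then incubated with compound for 15 min. After 400 uM selenite was added, NADPH fluorescence (Ex 340/Em 450 nm) was followed for 8 min.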
RGS4 inhibitor: blocks human RGS4-accelerated GTP hydrolysis; 390,000 compounds, 0.039% hits; Transcreener GDP fluorescence polarization, RGS4-accelerated GTP hydrolysis; P49798; Potency, µM (doses to about 114 µM), without a hit: top-dose activity change, negative = inhibition, most hits filed as inhibitors; note: potency is the fitted concentration of half-maximal effect; % is set by controls: 0 for no effect and ±100 for the full control effect; nearly all actives have a fitted effect of over 75% in size; some results filed as inactive show a strong effect at the top dose
Target sequence (P49798 whole entry, looked up): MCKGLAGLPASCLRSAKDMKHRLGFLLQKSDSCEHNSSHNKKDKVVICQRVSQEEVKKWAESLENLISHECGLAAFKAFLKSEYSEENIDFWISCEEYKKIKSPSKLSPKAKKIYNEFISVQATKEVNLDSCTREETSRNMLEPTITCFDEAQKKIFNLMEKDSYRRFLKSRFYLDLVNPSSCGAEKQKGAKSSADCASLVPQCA
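MLSMR compounds (23 nl, pin-transferred) preincubated 10 min at room temperature with a 500nM (2x) first reagent, then RGS4 at 900nM (2x) plus Transcreener GDP mix added; fluorescence polarization (620/688 nm) read before and after 90 min at 30 °C.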
LDHA block: inhibitors of human lactate dehydrogenase A; AID 1347041; P00338; 480,000 compounds, 0.15% hits; activity change, % (values are at about 110 or 230 µM); purified LDHA, NADH/diaphorase-resazurin fluorescence; stronger effect = lower value; in the data active = activity change below about -30%; inconclusive = mostly about -25% to -30%;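 note: plate controls were DMSO wells for no effect and wells without enzyme for full effect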
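Remaining NADH was detected by diaphorase (0.133 mg/mL) converting 37 µM resazurin to fluorescent resorufin, read at 0 and 20 minutes. The preceding 5-minute room-temperature reaction used 2 nM LDHA, 0.2 mM sodium pyruvate and 0.06 mM NADH at pH 7.4.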
TrxR1 substrate: substrates of rat thioredoxin reductase 1. O89049. purified TrxR1 substrate turnover, NADPH consumption readout. 390,000 compounds, 0.01% hits. Potency, µM (titrated, usually from 114 µM), for the others: at the top dose activity change, negative = substrate turnover; note: potency is the fitted concentration of half-maximal effect; % is set by controls: 0 for no effect and ±100 for the full control effect; nearly all actives have a fitted effect of over 50% in size
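Rat TrxR1, dispensed at 90 nM, was prereduced with 400 uM NADPH (final) for 5 min at ~22 deg C, then incubated with compound 15 min before 400 uM selenite. A first-read NADPH fluorescence drop versus no-compound background flagged substrates.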
USP1-UAF1 inh: blocks the human USP1/UAF1 deubiquitinase complex | Potency, µM (top dose mostly 57.1 µM), inactives show at the highest dose activity change, negative = inhibition, hits mostly inhibitors | O94782 | 390,000 compounds, 0.23% hits | AID 743255 | recombinant USP1/UAF1, Ub-Rhodamine cleavage fluorescence; note: potency is the fitted concentration of half-maximal effect; % is set by controls: 0 for no effect and ±100 for the full control effect; nearly all actives have a fitted effect of over 60% in size; inactives centre near -12
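1 nM enzyme complex + cpd, 15 min RT; start with Ub-Rho 150nM final; kinetic fluorescence ex 480/em 540, 6 reads q60 s. Buffer 50mM HEPES pH 7.8, 0.5mM EDTA, 0.1 mg/ml BSA, 1mM TCEP, 0.01% Tween-20.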
Vif-APOBEC3F blk: inhibitors of Vif-A3F interaction; HeLa A3F-eYFP + Vif (tagged APOBEC3F with the HIV-1 protein that degrades it), YFP fluorescence increase; Potency, µM (titrated, usually from 46.1 µM), for the others: at the top dose activity, negative = active; 390,000 compounds, 0.2% hits; note: potency is the fitted concentration of half-maximal effect; % of control where 0% means no effect; nearly all actives have a fitted effect of over 65% in size
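Fluorescence increase (Ex 488/Em 500-530) after overnight compound treatment at 37 deg C flags inhibition of Vif-driven A3F-eYFP loss in stable HeLa A3F-eYFP/Vif cells seeded overnight beforehand.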
GRP78 ERSR act: induces the endoplasmic reticulum stress response in human glioma cells | Potency, µM, inactives show at the top dose activation, most hits filed as activators | U87-MG GRP78 promoter luciferase reporter, 16 h | 420,000 compounds, 0.02% hits; note: potency is the fitted concentration of half-maximal effect; series mostly up to about 76 µM; % of control where 0% means no effect; nearly all actives have a fitted effect of over 35% in size
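ERSR induction read as luciferase luminescence (Bright-Glo, 10 min at room temperature) in stably transfected human U87-MG glioma cells exposed to compounds for 16 h, using GRP78 as sensor.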
Numbers without * were called inactive; ? = inconclusive; . = not tested or not shown; & = joins results of further samples; [ ] = dose if it differs, or a comment. Unless noted, calls come from the whole dose curve; as a rule, active = well fitted curve in the direction sought with a large enough effect; inconclusive = small, poorly fitted or top-dose-only effect, or another doubt; inactive = no such curve, though single readings can be large; an effect the other way counts as inactive or inconclusive. This is a subset, so the mix of outcomes need not match the whole.

#	smiles	Vif-A3G inh	IDH1 R132H inh	TrxR1 inh	RGS4 inhibitor	LDHA block	TrxR1 substrate	USP1-UAF1 inh	Vif-APOBEC3F blk	GRP78 ERSR act
1	O=C(Nc1ccccc1C(F)(F)F)N1CCC2(CC1)Oc1ccccc1C(=O)N2Cc1ccccc1F	.	.	6%	14%	-15	-3%	-19%	.	.
2	Cc1nc2sccn2c(=O)c1S(=O)(=O)Nc1cc(Cl)ccc1O	0%	0%	-8%	-19%	19	-11%	-14%	-1%	0%
3	COc1ccc(Nc2oc(-c3ccc(Cl)cc3)nc2C#N)cc1	?	-2%	1%[57.1 µM]	-23%	-5&-4	35%[57.1 µM]	-7%	-22%	1%
4	CC(C)c1ccc(NC(=O)Cn2c(=O)n(CC3CCC(C(=O)NCCc4ccccc4)CC3)c(=O)c3ccccc32)cc1 (stereo not drawn)	-2%	-6%	6%	-11%	-9	0%	-26%	-5%	-3%
5	O=c1cc(O)c(-c2ccc(Cl)c(Cl)c2)c(Cl)[nH]1	-15%	-2%	28%	-14%	-3	2%	-7%	9%	-4%
6	COc1ccc(CCNC(=S)NCCc2ccc(OC)c(OC)c2)cc1OC	-2%&-2%	11%&7%	13%	27%	0&-2	10%	-20%&-27%	0%&-29%	-4%&-7%
7	COCCNC(=O)CSc1nnc(-c2ccccc2)c(-c2ccccc2)n1	2%	0%	-19%	18%	-6	-14%	-5%	-3%	0%
8	Cc1cn(CCC(=O)Nc2ccccc2N2CCOCC2)c2ccccc12	-4%	5%	12%[57.1 µM]	-8%	3	7%[57.1 µM]	-17%	1%	-1%
9	CCOC(=O)C1(Cc2ccccc2C(F)(F)F)CCN(Cc2ccc(COC)o2)CC1	4%	1%	-4%[57.1 µM]	8%	-3	2%[57.1 µM]	-6%	1%	-7%
10	COCCCn1c(-c2ccco2)nc2ccccc2c1=O	-2%	11%	-16%[57.1 µM]	5%	-1	13%[57.1 µM]	-8%	-7%	-3%
11	O=C(COC(=O)c1ccccc1[N+](=O)[O-])Nc1nnc(-c2ccccc2)o1	0%	-2%	-6%[57.1 µM]	0%	2	-4%[57.1 µM]	-6%	3%	-3%
12	CCOC(=O)c1sc(NC(=O)CCCCCN2C(=O)c3cccc4cccc(c34)C2=O)nc1C	2%	-6%	1%[57.1 µM]	11%	-2	2%[57.1 µM]	-17%	1%	-2%
13	Cc1c(Cl)cccc1NC(=O)NCc1cccnc1	-4%	4%	2%	-26%	-4	-8%	-8%	-4%	7%
14	CC(=O)Nc1cccc2c1C(=O)NC2=O	2%	-1%	7%	0%	0	62%[activator]	-16%	0%	2%
15	O=C1C=C(c2ccccc2)C[C@H](c2cccs2)[C@H]1n1nnc([N+](=O)[O-])n1	-17%	19%	-21%[57.1 µM]	-24%	16	-3%[57.1 µM]	-15%	-1%	-5%
16	Cc1cc2nc(-c3ccc(NC(=O)c4cccnc4)cc3)oc2cc1C	4%	3%	-29%[57.1 µM]	-10%	-5	11%[57.1 µM]	3%	-3%	-2%
17	NC(=O)N(N)c1nc(N2CCCC2)nc(N2CCCC2)n1	1%	-13%	16%	22%	-10	0%	-15%	1%	-5%
18	COc1ccc(Oc2ncc(CN3CCN(c4ccccc4)CC3)s2)cc1	4%	7%	15%[57.1 µM]	-19%	-4	6%[57.1 µM]	-4%	-1%	-3%
19	CCOCCOc1cccc(C(=O)NC(c2ccccc2)c2ccccc2)c1	2%	15%	26%	-21%	-4	10%[2.29 µM]	-19%	-9%	-2%
20	Cc1cccc(OCC(O)CN2CCOCC2)c1 (stereo not drawn)	2%	-4%	25%	-14%	-2	-1%	-15%	-1%	-2%
21	OCC1(CO)CC2(C1)CC(CO)(CO)C2	4%	8%	1%[57.1 µM]	4%	-6	6%[57.1 µM]	-3%	1%	-2%
22	CCCCc1cc(=O)oc2cc(C)cc(OC(C)C(=O)NCc3ccncc3)c12 (stereo not drawn)	0%	-2%	1%	19%	-1	61%[activator]	-4%	-1%	-4%
23	O=C(NCc1cccnc1)C1CCN(S(=O)(=O)N2CCOCC2)CC1	-3%	3%	20%	42%	-3	0%	1%	-14%	-4%
24	O=C(OCc1nnc(-c2ccccc2)o1)c1ccc2c(c1)C(=O)N(CCc1ccccc1)C2=O	0%	0%	10%	11%	-5	2%	-18%	9%	-2%
25	COc1ccc(NC(=O)N(C(C)C)C2CCN(C(C)=O)CC2)c(OC)c1	2%	2%	12%[57.1 µM]	10%	16	3%[57.1 µM]	-2%	5%	-2%
26	O=C(CSc1ncc2c(n1)-c1ccccc1N(Cc1ccc(F)cc1)S2(=O)=O)NCCc1ccccc1	-3%	-1%	11%[57.1 µM]	-9%	-1	2%[57.1 µM]	-10%	3%	-3%
27	COc1cccc(NC(=O)CCN2C(=O)c3ccccc3Sc3ncccc32)c1	-1%&3%	23%&12%	71µM*	-13%[56.9 µM]	-4&7	-2%&11%	-18%&-18%	-10%&-4%	8%&-3%
28	O=C(O)c1ccc(N2C(=O)c3cccc4c(C(=O)O)ccc(c34)C2=O)cc1	-1%	0%	-11%	14%	16	-6%	-21%	0%	-3%
29	C=C(C)CSc1nc2c(cc1C#N)CCC2	0%	3%	6%	7%	-3	2%	-18%	4%	-4%
30	COc1ccccc1Nc1c2c(nc3ccc(N)cc13)CCCC2	1%	6%	2%	-27%	2	5%	-28%	1%	-5%
31	O=C(Nc1ccc(S(=O)(=O)Nc2nccs2)cc1)c1cccc(S(=O)(=O)N2CCOCC2)c1	2%	-7%	23%	-31%[56.9 µM]	-1	0%	-29%	2%	-3%
32	Nc1nonc1-n1nnc(C(=O)N/N=C/c2cccnc2)c1-c1ccccc1	-7%	-2%	13%	-30%	-5	2%	-18%	2%	-3%
33	CC(C)[C@H]1C=C(C(=O)O)O[C@@H](OCCCCO)C1	5%	26%	7%	1%	-7	6%	-21%	3%	0%
34	COCCn1cnnc1SCC(=O)Nc1ccccc1C(=O)Nc1ccc2c(c1)OCO2	-1%	9%	-5%	15%	-10	0%	-17%	-3%	0%
35	CCOc1ccc(NC(=O)CC2C(=O)N(C)C(=S)N2CCCc2ccccc2)cc1 (stereo not drawn)	0%	-3%	-3%	0%	-1	-5%	-18%	3%	2%
36	O=C(COc1ccc(Cl)cc1Cl)Nc1ccccc1F	-11%	9%	30%[57.1 µM]	19%	-6	11%[57.1 µM]	-4%	-5%	-10%
37	CC1(C)C(=O)Nc2ccccc2N1C(=O)COc1cccnc1[N+](=O)[O-]	3%	-2%	1%	0%	1	-8%	-11%	10%	?
38	CC(=O)Nc1ccc(NC(=O)C(C)OC(=O)CCC2CCCC2)cc1 (stereo not drawn)	1%	-11%	-1%[57.1 µM]	13%	-8	-3%[57.1 µM]	-14%	-7%	1%
39	O=C(c1cccs1)N1CCCC1	1%	-1%	3%	-18%	-4	5%	-14%	2%	-2%
40	CN(/N=C/c1cc(Br)cc(Br)c1O)c1ccccc1	-1%	1%	-9%	4%	1	-11%	-19%	3%	1%
41	CCN(C(=O)CN1C(=O)c2ccccc2Sc2ccc(C(=O)OC)cc21)c1cccc(C)c1	.	.	4%[57.1 µM]	-25%	3	-3%[57.1 µM]	-17%	.	.
42	CCN(C(=O)COC(=O)c1ccccc1O)c1cccc2ccccc12	-1%	-5%	20%[57.1 µM]	23%	-7	6%[57.1 µM]	-14%	-8%	-4%
43	CC(=O)N1CCc2c(sc3nc(SCC(C)C)n(-c4ccc(C)c(Cl)c4)c(=O)c23)C1	-24%	?	24%[2.29 µM]	?	6	12%[2.29 µM]	-26%	0%	-1%
44	COc1ccccc1OC(C)C(=O)NCC1(N2CCOCC2)CCCCC1 (stereo not drawn)	3%	11%	12%	10%	-7	1%	-20%	1%	-1%
45	C=CCn1c(SCC(=O)NC(=O)Cc2ccccc2)nc2ccccc2c1=O	-10%	6%	24%	0%	-5	6%	-25%	-3%	-1%
46	CC(C)Oc1ccc(C(=O)Nc2ncn[nH]2)cc1	-1%	5%	6%[57.1 µM]	-25%	-6	7%[57.1 µM]	-10%	5%	0%
47	CCn1nc(C)c(CNC(=O)CC2C(=O)NCCN2CC(C)C)c1C (stereo not drawn)	1%	-1%	-3%	-10%	0	6%	-7%	-17%	-6%
